DRD3 antagonist – qHTS of D3 Dopamine Receptor Antagonist: qHTS. D(3) dopamine receptor (Homo sapiens), P35462. D3R cells, DiscoveRx beta-arrestin luminescence, antagonist mode; active compounds read low. 2.5% of 360,000 active. max response, negative = inhibition, %; in the data active = max response below about -50%; inconclusive = no clear call, values can overlap the other calls; also: % is scaled to controls: 0 for no effect and ±100 for the full control effect; mostly tested at two doses, the higher about 12 µM
Target sequence (P35462 whole entry, looked up): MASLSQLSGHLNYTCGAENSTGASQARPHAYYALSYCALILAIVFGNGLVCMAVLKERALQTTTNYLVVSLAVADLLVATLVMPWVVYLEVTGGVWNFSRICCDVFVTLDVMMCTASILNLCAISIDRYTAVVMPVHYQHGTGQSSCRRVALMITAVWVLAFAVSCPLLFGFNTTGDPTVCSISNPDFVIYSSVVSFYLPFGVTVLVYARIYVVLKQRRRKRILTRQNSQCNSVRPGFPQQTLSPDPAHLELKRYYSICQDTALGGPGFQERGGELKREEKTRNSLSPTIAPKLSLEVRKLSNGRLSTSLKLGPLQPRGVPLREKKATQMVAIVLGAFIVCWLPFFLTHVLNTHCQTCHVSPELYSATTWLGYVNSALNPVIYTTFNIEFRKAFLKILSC
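Cells expressing the human receptor were seeded at 1500 cells/well, incubated overnight at 37 degrees C in 5% CO2, then exposed to library compounds with dopamine controls for 90 minutes at 37 degrees C before luminescent detection.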
HT1080 IDH1KD tx – qHTS for induction of synthetic lethality in tumor cells producing 2HG: qHTS for the HT-1080-IDH1KD cell line; HT-1080 IDH1 knockdown viability, ATP luminescence, 48 h; Potency, µM (series often up to 46.1 µM), without a hit: top-dose activity, negative = toxicity, most hits filed as cytotoxic; 2% of 360,000 active; AID 686971, 2013;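 also: potency is read from the fitted curve at half-maximal effect; 0% = DMSO wells and -100% = cell-free medium wells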
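% activity derives from luminescence (CellTiter-Glo), normalised to DMSO and no-cell wells. HT-1080-IDH1KD cells, 750/well, had 48 h compound exposure at 37 °C.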
IL1B secr inh – qHTS for Inhibitors of Inflammasome Signaling: IL-1-beta AlphaLISA Primary Screen; THP-1 LPS/ATP IL-1B secretion, AlphaLISA, 16 h; active compounds read low; activity change, % at 57.5 µM; 4.7% of 360,000 active; AID 743279, 2014; in the data active = activity change below about -50%; inconclusive = mostly about -30% to -49%; also: % is scaled to controls: 0 for no effect and ±100 for the full control effect
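THP-1 cells pretreated 1 hr with compounds (up to 57.5 uM final), then stimulated with LPS (250 ng/mL final) plus ATP (1.25 mM final); secreted IL-1B measured by AlphaLISA after 16 hr, decreased signal indicating inhibition.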
KB-3-1 tox – qHTS assay for MDR1-selective chemotherapeutics: Primary screen using the parental adenocarcinoma cell KB-3-1; KB-3-1 viability, CellTiter-Glo ATP luminescence, 72 h; Potency, µM (top dose mostly 46.1 µM), inactives show top-dose activity change, negative = cytotoxic, actives largely listed as cytotoxic; 1.4% of 400,000 active; also: potency is read from the fitted curve at half-maximal effect; % is scaled to controls: 0 for no effect and ±100 for the full control effect; nearly all actives have a fitted effect of over 60% in size
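72 h, 37 °C compound treatment of KB-3-1 parental cells; CellTiter-Glo added, 10 min, luminescence read. Data corrected against DMSO-only plates and normalized before curve fitting.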
D3 ag – qHTS of D3 Dopamine Receptor Agonist: qHTS; D(3) dopamine receptor (Homo sapiens), P35462; D3R DiscoveRx beta-arrestin cells, luminescence, 90 min; max activation, %; 0.58% of 410,000 active; AID 652048, 2013; in the data active = max activation above about 30%; also: 0% is about no effect; mostly tested at two doses, the higher about 12 µM
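Cells at 1500/well, incubated overnight, then treated with pinned compounds (dopamine as control) for 90 min at 37 degrees C. DiscoveRx reagent added for 30 - 60 minutes at room temperature; luminescence read.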
SW480 rerep – A quantitative high throughput screen for small molecules that induce DNA re-replication in SW480 colon adenocarcinoma cells; SW480 DNA re-replication, Hoechst DNA content imaging, 48 h; Potency, µM (top dose mostly 46.1 µM), for inactives: top-dose re-replication activation, actives largely listed as activators; 1.8% of 340,000 active; also: potency is read from the fitted curve at half-maximal effect; % of control where 0% means no effect; nearly all actives have a fitted effect of over 55% in size
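Cells (250 per well) received 23 nL compound or DMSO by pin tool and were kept 48 hr at 37 C, 5% CO2. Nuclei were then stained with Hoechst for 40 min and scanned for DNA content.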
HT1080NT lethal – qHTS for induction of synthetic lethality in tumor cells producing 2HG: qHTS for the HT-1080-NT fibrosarcoma cell line | HT-1080-NT fibrosarcoma viability, CellTiter-Glo ATP luminescence, 48 h | Potency, µM (titrated, usually from 46.1 µM), inactives show at the highest dose activity, negative = less viability, most hits filed as cytotoxic | 1.6% of 360,000 active | AID 686970, 2013;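 also: NT is the 2HG producing partner of a matched IDH1 knockdown line; potency is read from the fitted curve at half-maximal effect; 0% = DMSO-treated cells and -100% = media-only wells without cells; nearly all actives have a fitted effect of over 55% in size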
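Fibrosarcoma NT cells, 750 per well in 5% FBS RPMI, were exposed to compound for 48 hours. Viability: CellTiter-Glo luminescence.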
GLP1R ag – qHTS of GLP-1 Receptor Agonists | Glucagon-like peptide 1 receptor (Homo sapiens), P43220 | HEK293 GLP-1R CRE-luciferase, luminescence, 4-6 h; cells express a hypersensitive GLP-1R form | Potency, µM (doses to about 45.6 µM), inactives show top-dose activation, usual class: activators | 0.007% of 380,000 active | AID 624172, 2012; also: potency is read from the fitted curve at half-maximal effect; % of control where 0% means no effect
Target sequence (P43220 whole entry, looked up): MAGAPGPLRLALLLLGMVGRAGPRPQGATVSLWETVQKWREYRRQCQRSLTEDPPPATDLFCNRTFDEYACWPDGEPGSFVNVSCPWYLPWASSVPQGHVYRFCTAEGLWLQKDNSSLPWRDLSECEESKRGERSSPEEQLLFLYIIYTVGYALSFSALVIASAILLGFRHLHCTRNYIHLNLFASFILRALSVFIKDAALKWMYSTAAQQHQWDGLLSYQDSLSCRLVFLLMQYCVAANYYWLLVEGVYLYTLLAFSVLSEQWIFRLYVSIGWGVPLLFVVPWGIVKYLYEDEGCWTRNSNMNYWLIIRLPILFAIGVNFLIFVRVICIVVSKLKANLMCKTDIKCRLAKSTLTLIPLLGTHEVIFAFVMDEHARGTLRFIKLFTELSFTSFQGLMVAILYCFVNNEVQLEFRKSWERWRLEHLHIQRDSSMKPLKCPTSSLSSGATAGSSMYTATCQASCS
KB-V1 cytotox – qHTS assay for MDR1-selective chemotherapeutics: Primary screen using the drug-selected MDR subline cells KB-V1; KB-V1 MDR cells viability, CellTiter-Glo, 72 h; Potency, µM (doses to about 46.1 µM), without a hit: at the highest dose activity change, negative = cytotoxicity, most hits filed as cytotoxic; 3.4% of 400,000 active; also: potency is read from the fitted curve at half-maximal effect; % is scaled to controls: 0 for no effect and ±100 for the full control effect; nearly all actives have a fitted effect of over 60% in size
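KB-V1, DMEM (no phenol red) + 10% FBS; cpd pin-transferred, titration series; 72 h, 37 degrees C; CellTiter-Glo, luminescence. Data normalized, curve-fit.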
The depositor's hits bear a star; ? = inconclusive; . = not tested or not shown. Unless noted, calls follow the shape of the dose curve; as a rule, active = well fitted curve in the direction sought with a large enough effect; inconclusive = small, poorly fitted or top-dose-only effect, or another doubt; inactive = no such curve, though single readings can be large; an effect the other way counts as inactive or inconclusive.

Results follow in this order: D3 ag, IL1B secr inh, GLP1R ag, DRD3 antagonist, HT1080 IDH1KD tx, HT1080NT lethal, KB-V1 cytotox, SW480 rerep, KB-3-1 tox
> CCc1ccc(NC(=O)CN2CCN(c3ccc(OC)cc3)CC2)cc1
    -13, -28, 13%, -2, 10%, 6%, 9%, -1%, 6%
> COc1cccc(-n2cn[nH]c2=S)c1
    2, 14, -8%, -3, 8%, 14%, 1%, 3%, 4%
> Cn1cc(CC(=O)NCc2ccc(F)cc2)c2ccccc21
    1, -1, 8%, 16, 0%, -12%, -14%, 2%, 15%
> CCS(=O)(=O)c1nc(S(=O)(=O)c2ccc(Cl)cc2)c(NCc2ccco2)s1
    1, 8, 7%, -17, 12%, 11%, 14%, -1%, 6%
> Cc1nn(CC(=O)Nc2ccccn2)c(C)c1[N+](=O)[O-]
    3, 41, -6%, -10, 14%, 6%, 13%, -8%, 9%
> CSc1nc(C)c2c(n1)N(c1cccc(C)c1)CC2
    5, -5, 28%, 55, -15%, -8%, ?, 11%, 1%
> CSc1nnc(-c2ccc(O)cc2)n1C
    -2, -3, 6%, 3, 1%, 10%, -3%, -2%, 16%
> CCOC(=O)N1CCN(CCC(=O)Nc2ccc(OC)cc2)CC1
    2, 10, -4%, 13, 0%, 6%, -22%, -6%, -1%
> Cn1ccsc1=NC(=O)c1ccc(CS(C)(=O)=O)cc1
    5, 0, 16%, 3, 3%, 20%, ?, -9%, ?
> COc1ccc(Br)cc1S(=O)(=O)N1CCCC1
    -10, -4, 7%, -5, 1%, -5%, -16%, 31%, -5%
> Cc1ccc([N+](=O)[O-])cc1N=C(c1ccc([N+](=O)[O-])cc1)N1CCOCC1
    -3, -1, 4%, -10, 7%, 7%, -3%, -1%, 15%
> CC(C)OC(=O)c1cc2c(ccn2-c2ccc(F)cc2)n1CC(=O)N1CCN(C(=O)c2ccco2)CC1
    2, -29, 7%, 11, 1%, 2%, 18%, -1%, 6%
> Cc1ccc(C2(c3noc(CN4CCOCC4)n3)CCCC2)cc1
    -3, -23, 8%, 1, -3%, 0%, -10%, 0%, 0%
> CN(CC(=O)OCC(=O)NC(=O)c1cccn1C)S(=O)(=O)c1ccc(Cl)cc1
    3, 22, -5%, 11, 2%, 10%, ?, -2%, 3%
> CCc1c(C)nc2ncnn2c1Nc1ccccc1C
    -3, 16, 3%, 14, -10%, -16%, ?, -1%, -18%
> CCc1ccc(N2CCN(S(=O)(=O)CC34CCC(CC3=O)C4(C)C)CC2)cc1 (stereo not drawn)
    8, -67*, 14%, -21, -16%, -1%, ?, ?, ?
> C[C@@H]1CN([C@@H](C)CO)C(=O)c2cc(NS(C)(=O)=O)ccc2O[C@@H](C)CCCCO[C@H]1CN(C)Cc1ccc2c(c1)OCO2
    1, 25, 3%, 26, 4%, -3%, 0%, ., 9%
> COCCN(C(=O)c1ccco1)c1nnc(-c2ccc(OC)c(OC)c2)s1
    2, -59*, 7%, ?, 17%, 14%, -11%, -1%, -4%
> COc1ccccc1C(=O)Nc1ccccc1SC(=O)c1ccccc1OC
    -16, -3, -1%, -57*, ?, 18µM*, -1%, ?, ?
> CCC(C(=O)NC1CCCC1)n1c(-c2ccnc3ccccc23)nc2ccccc21 (stereo not drawn)
    10, -59*, ., -3, -17%, -11%, -16%, ., ?
> COc1ccc(CN(C(=O)c2ccccc2Br)C2CCS(=O)(=O)C2)cc1 (stereo not drawn)
    2, 14, -7%, -1, 0%, 0%, 0%, 1%, 1%
> S=C(Nc1ccccc1)N(Cc1ccccc1)Cc1ccncc1
    -9, 0, 0%, -27, -5%, -6%, 0%, -3%, -9%
> COc1ccc(OC)c(-n2nnnc2SCC(=O)NCc2ccc3c(c2)OCO3)c1
    -3, 6, 0%, -3, -24%, -2%, ?, -5%, 0%
> OC(CN1CCN(c2cccc(Cl)c2)CC1)c1ccccc1 (stereo not drawn)
    21, 32, 11%, ?, -13%, -4%, 14%, 30%, -4%
> CC(C)(CNC(=O)c1ccc(NS(=O)(=O)c2ccc(F)cc2)cc1)N1CCOCC1
    3, -1, 1%, -21, -4%, 1%, ., 7%, .
> O=C(Nc1ccc(Cl)cc1)[C@@H]1[C@@H]2C(=O)N(c3cccc(F)c3)C(=O)[C@@H]2[C@H]2C=CC=NN21
    -4, 4, -1%, -4, -6%, 5%, 30%, -7%, -2%
> O=c1c2sc3ccccc3c2n(Cc2cccc(C(F)(F)F)c2)c(=O)n1Cc1ccco1
    -8, ., 1%, ., ., ., 9%, ., -4%
> CCOc1ccc(OCC(=O)OCc2cc(=O)n3cc(Br)ccc3n2)cc1
    4, 20, -2%, 9, 4%, ?, 11%, -2%, 9%
> Cc1cccc(OCC(=O)NCc2ccccc2)c1
    10, -3, 4%, 11, 14%, 16%, 25%, 4%, 14%
> O=C(O)CCC(=O)Nc1ccc(S(=O)(=O)c2ccc(NC(=O)CCC(=O)O)cc2)cc1
    10, 3, -3%, -2, 8%, 10%, -1%, ?, 6%

Rewritten with each value named: 3 of the compounds above
O=C(O)CCC(=O)Nc1ccc(S(=O)(=O)c2ccc(NC(=O)CCC(=O)O)cc2)cc1
  D3 ag: 10; IL1B secr inh: 3; GLP1R ag: -3%; DRD3 antagonist: -2; HT1080 IDH1KD tx: 8%; HT1080NT lethal: 10%; KB-V1 cytotox: -1%; SW480 rerep: ?; KB-3-1 tox: 6%
COc1ccc(OC)c(-n2nnnc2SCC(=O)NCc2ccc3c(c2)OCO3)c1
  D3 ag: -3; IL1B secr inh: 6; GLP1R ag: 0%; DRD3 antagonist: -3; HT1080 IDH1KD tx: -24%; HT1080NT lethal: -2%; KB-V1 cytotox: ?; SW480 rerep: -5%; KB-3-1 tox: 0%
OC(CN1CCN(c2cccc(Cl)c2)CC1)c1ccccc1 (stereo not drawn)
  D3 ag: 21; IL1B secr inh: 32; GLP1R ag: 11%; DRD3 antagonist: ?; HT1080 IDH1KD tx: -13%; HT1080NT lethal: -4%; KB-V1 cytotox: 14%; SW480 rerep: 30%; KB-3-1 tox: -4%

(more compounds)
Results follow in this order: D3 ag, IL1B secr inh, GLP1R ag, DRD3 antagonist, HT1080 IDH1KD tx, HT1080NT lethal, KB-V1 cytotox, SW480 rerep, KB-3-1 tox
> CCOc1ccc(N2C(=O)CC(N(C)Cc3ccccc3)C2=O)cc1 (stereo not drawn)
    0, 3, -8%, -11, 20%, 8%, 17%, -2%, 10%
> COc1ccc(Cl)cc1NC(=O)Nc1ccc(C(=O)N2CCOCC2)cc1
    -16, -63*, -9%, -11, 9%, 6%, ., 2%, .
> Cc1ccc(S(=O)(=O)Nc2cnc3ccccc3c2)cc1
    2, 30, -5%, 21, -1%, 0%, 0%, 0%, ?
> O=C(Nc1cccc(S(=O)(=O)N2CCCCC2)c1)C1CC(=O)N(c2ccc3c(c2)OCCO3)C1 (stereo not drawn)
    -1, -16, 2%, 0, -1%, 6%, 21%, 4%, -1%
> Cn1c(CCNC(=O)c2ccccc2F)nnc1SCC(=O)Nc1ccccc1F
    8, 7, -2%, 0, 20%, 18%, 2%, ?, 4%
> Cc1nc(-c2ccc(S(=O)(=O)N(Cc3ccccc3)C(C)C)cc2)co1
    6, ., -2%, ., ., ., 0%, ., -19%
> CCOC(=O)c1cc(S(=O)(=O)N2CCN(c3cccc(C)c3)C(C)C2)[nH]n1 (stereo not drawn)
    -9, ., -2%, ., ., ., 6%, ., -8%
> O=C(c1ccc(S(=O)(=O)N2CCCC2)cc1)N1CCC(CN2C(=O)c3cccc4cccc(c34)C2=O)CC1
    -7, -9, 11%, 11, -2%, 0%, -14%, 0%, -6%
> CCN1C(c2ccccc2)=C(c2ccccc2)S/C1=C/C=C1\SC(=S)N(C)C1=O
    26, -21, -13%, 13, -1%, -9%, ?, -8%, 0%
> Cc1ccc(N2C(=O)C3C(C2=O)N2C(c4cccs4)C4C(=O)N(c5ccc(C)cc5)C(=O)C4N2C3c2cccs2)cc1 (stereo not drawn)
    1, -6, -13%, -4, 6%, 5%, 27%, -4%, 5%
> C[C@H](NC(=O)[C@@H]1Cc2ccccc2CN1)C(=O)Nc1ccc2c(c1)OCCO2
    1, 7, -2%, -1, 4%, -3%, 0%, -17%, -4%
> CCOC(=O)C1=C(OCc2ccc(Cl)cc2)C2C=C(C)C=CC2N=C1 (stereo not drawn)
    -4, 5, 1%, -6, -3%, -13%, -29%, -8%, -5%
> CC(O)[C@H]1CNC(=O)C(=O)N1CC1CCCCC1 (stereo partly drawn)
    0, 0, 8%, -8, 18%, 10%, 13%, 2%, 4%
> O=C1c2nccnc2C(=O)N1c1ccc(C(F)(F)F)cc1
    2, 15, 1%, 2, 15%, 9%, 0%, -2%, 9%
> COc1ccccc1N1CCN(S(=O)(=O)c2cn(C)nc2C)CC1
    -1, 1, -5%, 9, 8%, 4%, -5%, 0%, 2%
> CC1(C)Cc2c(cnn2-c2ccccc2)-c2c1c1ccccc1n2CC(O)CCl (stereo not drawn)
    5, 21, -6%, 23, 21µM*, 18µM*, ?, -2%, ?
> COc1ccc(OCC(O)CN(CC(O)COc2ccc(OC)cc2)c2cccc(O)c2)cc1 (stereo not drawn)
    -2, -50*, -2%, 4, ?, ?, 14%, -3%, 1%
> Cc1c(NS(=O)(=O)c2ccc(NCC3CCCO3)c([N+](=O)[O-])c2)c(=O)n(-c2ccccc2)n1C (stereo not drawn)
    0, 1, -1%, -24, -11%, 3%, 14%, ?, 1%

High-throughput results from PubChem BioAssay.

Compounds as they come; 12% or so of the library scored in one or more.
